From PubChem
EWS-Fli block – blocks EWS/Fli oncoprotein-driven transcription; inhibition, % at 12.6 µM; hit rate 0.67% among 350,000; AID 651661; A673 NR0B1-luciferase reporter, viability-normalised;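 active = mean inhibition of at least 50% after viability correction, with every replicate also passing that limit; inconclusive = mean reaches 50% but only one of two replicates passes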;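 also: firefly luciferase signal divided by Alamar Blue viability fluorescence both relative to DMSO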
ARNT-TACC3 inh – disrupts binding between human ARNT and TACC3; AID 623870; AlphaScreen His-ARNT PAS-B/GST-TACC3 binding, luminescence; TACC3 fragment carries E629A point mutation; hit rate 0.66% among 390,000; inhibition, % at 9.99 µM;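 active = mean inhibition of replicates at least 50% and at least half of replicates each reaching 50%; inconclusive = half or more replicates reach 50% but mean below 50%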;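 also: 0% = complete ARNT plus TACC3 wells and 100% = ARNT alone without TACC3; many hits fall short of the cut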
LGR2 inh – inhibitors of bursicon-induced Drosophila LGR2 receptor cAMP signaling | HEK293 LGR2, CRE-luciferase, bursicon-stimulated, 4 h | inhibition, % at 9.99 µM | hit rate 0.35% among 380,000 | AID 720647;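 active = drop in luminescence signal, shown as inhibition above about 50% in the replicate tests, limit read from the data, passing the limit was not always enough; inconclusive = probably only some replicates passing the limit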;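 also: agonist challenge used bursicon conditioned medium at about half maximal strength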
CASP6 VEID inh – blocks human caspase-6 cleavage activity; P55212; purified caspase-6, Z-VEID-R110 cleavage fluorescence; inhibition, % at 12.5 µM; hit rate 0.53% among 350,000;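 active = mean inhibition across replicates at least about 35%, with every replicate also reaching that limit, limit read from the data; inconclusive = only one of the two criteria met; inactive = neither criterion met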;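 also: 0% = median of neutral control wells and 100% = no fluorescence left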
Target sequence (P55212 24-179 limits assumed): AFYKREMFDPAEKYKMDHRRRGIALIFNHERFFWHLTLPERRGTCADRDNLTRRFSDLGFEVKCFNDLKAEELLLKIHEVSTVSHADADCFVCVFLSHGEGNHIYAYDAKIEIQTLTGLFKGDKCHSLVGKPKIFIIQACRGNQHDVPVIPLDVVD
Target sequence (P55212 194-293 limits assumed): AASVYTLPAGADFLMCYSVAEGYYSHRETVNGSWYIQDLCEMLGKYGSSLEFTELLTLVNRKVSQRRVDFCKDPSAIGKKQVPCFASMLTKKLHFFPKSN
SIRT5 inh – sirtuin-5 (human) deacylase inhibition; Q9NXA8; Purified SirT5, succinyl-peptide AMC, trypsin-coupled fluorescence; inhibition, % at 15 µM; hit rate 1.1% among 330,000; AID 652115; in the data active = inhibition above about 15%; inconclusive = no clear call, values can overlap the other calls
Target sequence (Q9NXA8 whole entry, looked up): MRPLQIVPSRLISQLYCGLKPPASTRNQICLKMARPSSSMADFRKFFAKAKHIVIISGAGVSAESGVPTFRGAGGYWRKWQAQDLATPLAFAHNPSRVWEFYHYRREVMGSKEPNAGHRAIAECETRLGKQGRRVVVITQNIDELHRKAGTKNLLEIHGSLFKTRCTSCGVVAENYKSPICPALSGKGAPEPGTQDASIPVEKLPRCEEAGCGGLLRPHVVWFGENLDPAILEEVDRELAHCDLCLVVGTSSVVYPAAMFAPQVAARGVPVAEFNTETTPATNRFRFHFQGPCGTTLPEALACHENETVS
PAX8 inh HTS – inhibitors of PAX8 transcriptional activity in RMG-I cells. RMG-I TPO-luciferase reporter, SteadyGlo, 24 h. inhibition, % at 12.6 µM. hit rate 1.2% among 360,000. AID 652154;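 active = mean replicate inhibition at least 60% with every replicate also reaching 60%; inconclusive = only one of the two criteria is met; inactive = mean below 60% and not all replicates reaching 60%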;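 also: luciferase light reporting Pax8 driven TPO promoter activity; plate controls were median of neutral control wells for no effect and mitoxantrone controls for full effect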
DENV2 CPE – DENV2-induced cell death inhibition; DENV2-infected cells, cytopathic effect rescue, plate reader; CPE inhibition, % at 9.99 µM; hit rate 1.7% among 350,000; in the data active = CPE inhibition above about 20%, passing the limit was not always enough; inconclusive = no clear call, values can overlap the other calls; tested in BHK-21 cells;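 also: 0% = median of neutral control wells and 100% = median of positive control wells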
Starred values were filed as active, the others as inactive; ? = inconclusive; . = no result given.

A first look, twelve compounds:
SMILES | EWS-Fli block | ARNT-TACC3 inh | LGR2 inh | CASP6 VEID inh | SIRT5 inh | PAX8 inh HTS | DENV2 CPE
CN(C)c1nnnn1-c1ccc(Cl)cc1Cl | 24 | 1 | 18 | -1 | -2 | -10 | 7
O=C(C[C@H]1C[C@H]2c3cc(NC(=O)c4cccnc4)ccc3O[C@H]2[C@@H](CO)O1)NCc1ccccn1 | -5 | 3 | -3 | 1 | -4 | 1 | -1
Cc1ccc2nc(NC3=NC(CC(=O)O)C(=O)N3)nc(C)c2c1 (configuration not stated) | -4 | -34 | -4 | 1 | 44* | 17 | -1
Cc1ccc(S(=O)(=O)N[C@H]2C=C[C@H](CC(=O)NCc3ccncn3)O[C@H]2CO)cc1 | 3 | 6 | 10 | 2 | -1 | -3 | 16
Cc1noc(C)c1NC(=O)N(C)C[C@H]1Oc2ccc(NS(=O)(=O)c3cn(C)cn3)cc2C(=O)N([C@@H](C)CO)C[C@H]1C | -7 | -5 | 8 | 0 | -2 | . | 1
C[C@@H]1CN([C@@H](C)CO)C(=O)c2cccc(NS(=O)(=O)c3ccccc3)c2O[C@H]1CN(C)Cc1ccc(Oc2ccccc2)cc1 | -5 | 4 | -3 | -6 | 5 | -12 | ?
CC1CC(C)CN(S(=O)(=O)c2cccc(C(=O)N3CCN(c4ccc(F)cc4)CC3)c2)C1 (configuration not stated) | 17 | . | -10 | -1 | 5 | 27 | -8
CCCCOc1ccc(CN2CCCCC2)cc1 | -3 | -4 | -24 | -1 | 0 | . | 0
CCC(=O)NC[C@H]1N[C@H](CO)[C@@H]1c1ccc(-c2cccnc2)cc1 | -10 | . | 7 | 2 | 3 | . | 0
CNC[C@@H]1OCCCC[C@@H](C)Oc2ccc(NS(=O)(=O)c3c(C)noc3C)cc2C(=O)N([C@H](C)CO)C[C@H]1C | -15 | -9 | -4 | . | . | 3 | 9
CCCN1[C@@H]2c3ccc(-c4ccc(OC)cc4)c(=O)n3C[C@@H]2[C@@H](CO)[C@@H]1C(=O)NCC | 6 | -9 | 8 | -2 | -12 | 17 | -6
Fc1ccc2nc(C3CCN(Cc4nc(CC5CC5)no4)CC3)[nH]c2c1 | 5 | 5 | 6 | -2 | -1 | -3 | 2

Main list, repeating the preview:
SMILES | EWS-Fli block | ARNT-TACC3 inh | LGR2 inh | CASP6 VEID inh | SIRT5 inh | PAX8 inh HTS | DENV2 CPE
CN(C)c1nnnn1-c1ccc(Cl)cc1Cl | 24 | 1 | 18 | -1 | -2 | -10 | 7
O=C(C[C@H]1C[C@H]2c3cc(NC(=O)c4cccnc4)ccc3O[C@H]2[C@@H](CO)O1)NCc1ccccn1 | -5 | 3 | -3 | 1 | -4 | 1 | -1
Cc1ccc2nc(NC3=NC(CC(=O)O)C(=O)N3)nc(C)c2c1 (configuration not stated) | -4 | -34 | -4 | 1 | 44* | 17 | -1
Cc1ccc(S(=O)(=O)N[C@H]2C=C[C@H](CC(=O)NCc3ccncn3)O[C@H]2CO)cc1 | 3 | 6 | 10 | 2 | -1 | -3 | 16
Cc1noc(C)c1NC(=O)N(C)C[C@H]1Oc2ccc(NS(=O)(=O)c3cn(C)cn3)cc2C(=O)N([C@@H](C)CO)C[C@H]1C | -7 | -5 | 8 | 0 | -2 | . | 1
C[C@@H]1CN([C@@H](C)CO)C(=O)c2cccc(NS(=O)(=O)c3ccccc3)c2O[C@H]1CN(C)Cc1ccc(Oc2ccccc2)cc1 | -5 | 4 | -3 | -6 | 5 | -12 | ?
CC1CC(C)CN(S(=O)(=O)c2cccc(C(=O)N3CCN(c4ccc(F)cc4)CC3)c2)C1 (configuration not stated) | 17 | . | -10 | -1 | 5 | 27 | -8
CCCCOc1ccc(CN2CCCCC2)cc1 | -3 | -4 | -24 | -1 | 0 | . | 0
CCC(=O)NC[C@H]1N[C@H](CO)[C@@H]1c1ccc(-c2cccnc2)cc1 | -10 | . | 7 | 2 | 3 | . | 0
CNC[C@@H]1OCCCC[C@@H](C)Oc2ccc(NS(=O)(=O)c3c(C)noc3C)cc2C(=O)N([C@H](C)CO)C[C@H]1C | -15 | -9 | -4 | . | . | 3 | 9
CCCN1[C@@H]2c3ccc(-c4ccc(OC)cc4)c(=O)n3C[C@@H]2[C@@H](CO)[C@@H]1C(=O)NCC | 6 | -9 | 8 | -2 | -12 | 17 | -6
Fc1ccc2nc(C3CCN(Cc4nc(CC5CC5)no4)CC3)[nH]c2c1 | 5 | 5 | 6 | -2 | -1 | -3 | 2
O=C(OCCN1C(=O)c2ccccc2C1=O)c1ccccc1 | 8 | -3 | -6 | -4 | 0 | -8 | 0
CCOc1ncccc1C(=O)Nc1ccc(S(=O)(=O)Nc2nccs2)cc1 | -6 | -3 | -49 | -6 | 1 | -8 | 7
O=C(C[C@H]1C/C=C\C[C@@H](Cc2ccc(F)cc2)C(=O)O[C@H](c2ccccc2)CNC1=O)NCCO | 0 | -1 | 6 | 2 | . | 16 | -4
CCCC#Cc1ccc([C@@H]2[C@@H](CO)N3CCCCN(CC4CCOCC4)C[C@@H]23)cc1 | 1 | 2 | -18 | 1 | -3 | 12 | ?
CC(=O)N(C)C[C@@H]1Oc2ncc(C3=CCCC3)cc2C(=O)N([C@H](C)CO)C[C@@H]1C | -8 | 4 | -10 | -2 | -1 | . | 12
COc1cccc(S(=O)(=O)N2CC[C@@H]3[C@@H](CO)Nc4ccc(-c5ccc(C#N)cc5)cc4[C@@H]32)c1 | 16 | -47 | 13 | . | . | 12 | 17
O=[N+]([O-])c1ccc(O)c(CN2CCCCCC2)c1 | 17 | -1 | 10 | -1 | 0 | 26 | 8
Nc1sccc1C(=O)NC1CC1 | -1 | . | 6 | 4 | 7 | 2 | 15

Reprinted from the part before: 2 entries, then new ones.
SMILES | EWS-Fli block | ARNT-TACC3 inh | LGR2 inh | CASP6 VEID inh | SIRT5 inh | PAX8 inh HTS | DENV2 CPE
O=[N+]([O-])c1ccc(O)c(CN2CCCCCC2)c1 | 17 | -1 | 10 | -1 | 0 | 26 | 8
Nc1sccc1C(=O)NC1CC1 | -1 | . | 6 | 4 | 7 | 2 | 15
CCCN(C)C[C@H]1OCCCC[C@H](C)Oc2ccc(NS(=O)(=O)c3cn(C)cn3)cc2C(=O)N([C@H](C)CO)C[C@H]1C | 3 | . | -2 | . | . | 0 | .
Cc1ccc(C(C(=O)Nc2ccc(C(C)C)cc2)N(C)C(=O)c2ccc(=O)[nH]c2)cc1 (configuration not stated) | 1 | -2 | 3 | 0 | -2 | 13 | -4
CCOCCCNC(=S)N1C2CCC1CC(NC(=O)Nc1ccc(C(=O)OCC)cc1)C2 (configuration not stated) | 5 | 2 | 2 | . | 1 | 1 | 4
O=C(NS(=O)(=O)Oc1cccc(F)c1)OC[C@@H]1CCCN2CCCCC12 (some centres not stated) | -1 | 7 | 0 | 1 | -5 | 18 | 5
COc1cc(CN2CCN(CC3CC3)CC2CCO)cc(OC)c1 (configuration not stated) | 1 | 2 | 6 | -6 | . | 14 | 20
COc1cccc2c1Oc1ncccc1N(C(=O)CCC(=O)NCc1ccccc1Cl)C2 | -6 | -1 | 13 | 0 | -2 | 8 | -2
C[C@@H]1CN([C@H](C)CO)C(=O)c2cc(NS(=O)(=O)c3ccc(F)cc3)ccc2O[C@H]1CN(C)S(=O)(=O)c1ccc(Cl)cc1 | 1 | 3 | -4 | -3 | -1 | . | -3
CCCC[N+](CC#CCO)(CC#Cc1ccccc1)CCCC | 10 | -7 | . | -8 | -2 | -7 | 18
COc1ccc(NC(=O)Nc2ccc3c(c2)C(=O)N([C@H](C)CO)C[C@@H](C)[C@H](CN(C)Cc2ccccc2)OCCCC[C@H](C)O3)cc1 | 16 | 6 | 19 | 1 | -2 | -19 | -11
CO[C@@H]1CN(C)C(=O)c2cc(NS(=O)(=O)c3cn(C)cn3)ccc2OC[C@@H](C)NC[C@@H]1C | -7 | -4 | -1 | 1 | -2 | 0 | 6
Cc1nn(CC(=O)Nc2cccnc2)c(=O)c2ccccc12 | 7 | -3 | 14 | 4 | -3 | 12 | 3
CCN(CC(=O)Nc1c(F)cccc1F)C(=O)c1cccc(-n2cccc2)c1 | -4 | -1 | 7 | 32 | -2 | 13 | 5
C[C@H]1CN([C@@H](C)CO)C(=O)c2cc(NC(=O)C3CCCCC3)ccc2O[C@@H]1CN(C)Cc1ccc2c(c1)OCO2 | 5 | 0 | 20 | 0 | 2 | . | 3
CC(C)(C)NC(=O)C(OC(=O)c1ccco1)c1ccc(Cl)cc1 (configuration not stated) | 5 | 0 | -1 | 0 | -1 | 4 | 14
O=C(N[C@H]1CC[C@@H](CCNC(=O)C2CCC2)O[C@H]1CO)c1ccncc1 | -4 | -10 | -8 | 0 | -1 | 3 | -8
Cc1cn(C2CCCO2)c(=O)nc1N (configuration not stated) | -5 | -2 | 2 | 0 | -3 | -9 | -5
CO[C@H]1CN(C)C(=O)c2ccc(NS(C)(=O)=O)cc2OC[C@H](C)N(Cc2ccccc2)C[C@@H]1C | -8 | . | 3 | -2 | -1 | . | -7
C[C@@H]1CCCCO[C@@H](CN(C)Cc2ccncc2)[C@H](C)CN([C@@H](C)CO)C(=O)c2cc(NC(=O)Nc3cccc4ccccc34)ccc2O1 | 16 | -1 | -2 | -2 | 5 | . | -4
Cc1ccc(S(=O)(=O)c2nc(S(C)(=O)=O)sc2N2CC(C)OC(C)C2)cc1 (configuration not stated) | 6 | -9 | -1 | 2 | 0 | . | -7
CC(C)(C)OC(=O)CNC(=O)c1[nH]cnc1C(=O)Nc1ccc(CNC(=O)OC(C)(C)C)cc1 | 0 | 3 | . | -2 | . | 37 | -5
COc1ccc(OC)c2[nH]c(=O)c(CCNC(=O)C(=O)c3c(C)[nH]c4ccccc34)cc12 | -1 | . | 25 | 0 | 1 | -1 | -2
Cc1cccn2c(=O)c3cc(C(=O)NCCN4CCOCC4)c(=N)n(Cc4cccnc4)c3nc12 | . | . | 3 | -5 | -7 | 39 | -10
C[C@@H]1CN([C@H](C)CO)C(=O)c2cc(C#Cc3cccnc3)cnc2O[C@@H]1CN(C)C | 13 | 14 | -22 | -1 | 12 | . | -4
CCCS(=O)(=O)N1CCN(CCN2C(=O)c3cccc4cccc(c34)C2=O)CC1 | 15 | 3 | -18 | 1 | 1 | 4 | -12
O=S(=O)(NCC1(N2CCOCC2)CCCCC1)c1ccc(Cl)cc1C(F)(F)F | 6 | -5 | 22 | 0 | 1 | -15 | 14
O=C(Cc1ccccc1)NN1C(=O)C2C3C=CC([C@@H]2C1=O)C31CC1 (some centres not stated) | 2 | -1 | -5 | -2 | -3 | 8 | 3
COc1ccc(C(=O)NCC(=O)OCC(=O)NC2CCCCCC2)cc1 | 11 | -5 | 3 | 1 | . | -25 | 5
COC(=O)[C@@]12C[C@@H](CC(=O)NCCc3ccccc3OC)C(=O)N(Cc3cccc4ccccc34)C1=CCC(C)(C)C2 | 4 | . | 22 | -4 | . | 28 | 5
Cc1ccnc(NC(=O)c2cccc(S(=O)(=O)NCc3ccccc3)c2)c1 | -13 | -3 | -27 | 1 | -7 | -8 | 11
CCCCc1ccc(NC(=O)NCc2ccccn2)cc1 | -19 | 16 | 6 | 1 | -1 | -44 | 3
Cc1n[nH]c(=O)c2c(NC(=O)CSc3nc4ccccc4c(=O)n3C(C)C)oc(C)c12 | 5 | -15 | 4 | -3 | 2 | 19 | 1
CC(C)CCOC(=O)C(C)Sc1n[nH]c(=O)[nH]c1=O (configuration not stated) | 0 | -4 | -22 | -1 | 1 | 12 | -5
COc1ccccc1-c1coc2c(CN3C(C)CCCC3C)c(O)ccc2c1=O (configuration not stated) | 0 | -3 | . | 10 | -2 | -4 | -4
CNC[C@@H]1Oc2cc(C#CC3CCCC3)ccc2S(=O)(=O)N([C@@H](C)CO)C[C@H]1C | 7 | 24 | 6 | 1 | 2 | -2 | 13
CCOC(=O)c1cc(C)sc1NC(=O)CN1CCN(C(=O)c2ccco2)CC1 | 17 | -13 | -5 | 8 | 6 | 12 | 13
C[C@@H]1CN([C@H](C)CO)S(=O)(=O)c2ccc(C#CC3(O)CCCC3)cc2O[C@@H]1CN(C)C(=O)Cc1cccnc1 | 3 | -4 | 9 | 2 | -4 | 8 | 1
